# Screening data: PubChem BioAssay, several laboratories
# TRPC6 inh – inhibitors of mouse TRPC6 channel; HEK293-TRPC6, membrane potential dye, ACh-evoked depolarization; hits give low values; 310,000 compounds, 1.1% hits; AID 2553; Q61143; B-score at 10 µM;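 active = B-score under library mean minus 3 SD, initial fluorescence not abnormally high, positive integrated signal ratio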;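 note: B-score derived from integrated fluorescence ratio over the kinetic read; more negative B-score means stronger inhibition of depolarization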
# Target sequence (Q61143 whole entry, looked up): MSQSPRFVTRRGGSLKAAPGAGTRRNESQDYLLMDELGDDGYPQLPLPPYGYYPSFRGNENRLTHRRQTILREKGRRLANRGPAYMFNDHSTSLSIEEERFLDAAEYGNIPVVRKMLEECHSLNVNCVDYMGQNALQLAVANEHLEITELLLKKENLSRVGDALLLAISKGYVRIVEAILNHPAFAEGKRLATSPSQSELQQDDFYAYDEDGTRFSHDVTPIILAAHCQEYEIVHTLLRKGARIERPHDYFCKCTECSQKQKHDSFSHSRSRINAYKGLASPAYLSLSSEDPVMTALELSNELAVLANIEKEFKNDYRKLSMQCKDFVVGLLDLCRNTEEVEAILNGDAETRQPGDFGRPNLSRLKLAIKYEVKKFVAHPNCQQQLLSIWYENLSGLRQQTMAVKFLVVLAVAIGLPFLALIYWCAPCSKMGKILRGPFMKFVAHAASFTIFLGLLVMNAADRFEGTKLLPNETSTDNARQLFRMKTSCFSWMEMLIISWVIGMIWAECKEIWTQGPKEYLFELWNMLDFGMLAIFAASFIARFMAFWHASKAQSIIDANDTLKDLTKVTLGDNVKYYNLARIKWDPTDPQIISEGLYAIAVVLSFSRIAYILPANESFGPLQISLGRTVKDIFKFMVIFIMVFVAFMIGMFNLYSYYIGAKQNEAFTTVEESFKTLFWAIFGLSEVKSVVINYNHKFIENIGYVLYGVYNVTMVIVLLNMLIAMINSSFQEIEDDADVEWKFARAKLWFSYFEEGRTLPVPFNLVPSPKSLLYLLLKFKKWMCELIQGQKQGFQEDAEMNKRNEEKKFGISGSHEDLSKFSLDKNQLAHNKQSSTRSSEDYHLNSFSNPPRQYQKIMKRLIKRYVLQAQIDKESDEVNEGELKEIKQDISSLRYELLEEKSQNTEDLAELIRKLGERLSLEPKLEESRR
# IEC-6 tox – kills IEC-6 intestinal cells in KLF5 counter-screen | 290,000 compounds, 0.78% hits | IEC-6 cytotoxicity, luminescence viability | inhibition, % at 5 µM; in the data active = inhibition above about 22%;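 note: 0% = plate median of test compound wells and 100% = cytotoxic reference compound wells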
# TRPC6 act – mouse TRPC6 channel activation. Q61143. HEK293-TRPC6 membrane potential dye fluorescence; hits give high values. B-score at 10 µM. 310,000 compounds, 0.13% hits;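 active = B-score of the integrated fluorescence ratio above library mean plus 3 SD, and starting fluorescence ratio within library mean plus 5 SD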;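 note: higher score means more depolarization so channel activation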
# aSyn 5UTR inh – MLPCN primary screen, SNCA 5' untranslated region; inhibition, % (tested at 7.5 µM); alpha-synuclein 5'UTR reporter, inhibitor activity; 300,000 compounds, 0.82% hits; AID 1813; in the data active = inhibition above about 60%;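 note: H4 neuroglioblastoma cells stably carrying SNCA 5'UTR luciferase fusion; 0% = DMSO wells and 100% = positive control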
# TRPC4 potent – allosterically enhances the mouse TRPC4 cation channel; Q9QUQ5; HEK293 TRPC4beta/mu-opioid, DAMGO EC20, Fluo-4 Ca2+ flux; hits give high values; B-score at 10 µM; 310,000 compounds, 0.42% hits; AID 2227;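 active = B-score of calcium response area above 5 SD of library B-scores, with initial fluorescence ratio within 5 SD of library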;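 note: B-score of integrated fluorescence ratio over time as area under calcium response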
# TRPC4 agonist – opens the mouse TRPC4 cation channel | AID 2237 | HEK293 TRPC4beta/mu-opioid, Fluo4 calcium fluorescence; hits give high values | 310,000 compounds, 0.49% hits | Q9QUQ5 | B-score at 10 µM;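 active = B-score above 5 SD of library B-scores, and initial fluorescence ratio not above library mean plus 5 SD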;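 note: positive B-score marks a calcium rise read as TRPC4 activation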
#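 Assay system: HEK293 cells stably co-expressing mouse TRPC4beta and mu-opioid receptor / Timing: Fluo4 dye loading 45 min at room temperature, 110 s recording / Signal: Fluo4 calcium-sensitive dye fluorescence, kinetic, 1 Hz baseline / Read-out: integrated baseline-normalised fluorescence ratio, converted to per-well B score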
# MrgX1 antagonist – blocks BAM8-22 activation of human MrgX1 receptor; B-score at 10 µM; MRGX1-HEK293 calcium flux, Fluo-4, BAM8-22 antagonism; hits give low values; 310,000 compounds, 1.3% hits;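 active = calcium-response B-score plate-corrected more than 3 library SD below zero, starting fluorescence within 5 deviations, no agonist response on first addition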;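 note: peak minus trough fluorescence over baseline after final BAM8-22 challenge near maximal dose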
# TRPC4 inh – blocks the mouse TRPC4 cation channel. AID 2247. HEK293 TRPC4beta/mu-opioid, DAMGO-evoked Fluo4 calcium flux; hits give low values. Q9QUQ5. B-score at 10 µM. 300,000 compounds, 0.39% hits;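 active = B-score over 3 SD under the library average, no early fluorescence shift, positive overall ratio signal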
#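 Material: HEK293 cells with stable TRPC4beta plus mu-opioid receptor expression; probe or stimulus: DAMGO in two steps, submaximal then maximal; technique: Fluo4 calcium fluorescence by kinetic imaging, 5 s 1 Hz baseline; measure: integrated fluorescence ratio relative to baseline, converted to per-well B score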
# HIF activator – HIF pathway transcriptional activation; U2OS HRE-luciferase reporter, luminescence; normalized: DMSO 0%, desferrioxamine 100%; activation, % at 7.5 µM (by protocol); 300,000 compounds, 0.32% hits;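 active = mean activation of at least 10% of the iron chelator positive control signal, with at least half of replicates also reaching 10%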
# KLF5 inhibitor – inhibitors of KLF5 expression; AID 1700; inhibition, % at 5 µM; DLD-1 KLF5 promoter-luciferase reporter, luminescence; 290,000 compounds, 0.23% hits;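 active = inhibition above a per-plate limit of that plate's mean compound inhibition plus 3 SD, cut at about 60% in these data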;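 note: 0% = DMSO wells and 100% = LY294002 at 200 µM; higher means less KLF5 promoter-driven luciferase light; inactives centre near -14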
# SKKanGAS inh – blocks kanamycin growth of S. pyogenes SKKanGAS strain; BacTiter-Glo, 6 h; AID 1662; 300,000 compounds, 1.3% hits; inhibition, % at 7.5 µM;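 active = mean replicate score, as percent of positive control median, at least 50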;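 note: strain carries kanamycin resistance gene driven by streptokinase promoter and grows in 40 µg/ml kanamycin; loss of luminescence reflects streptokinase promoter inhibition or plain growth inhibition; 0% = median of DMSO wells and 100% = positive control at its reference dose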
# The depositor's hits bear a star; i = inactive; · = not tested or not shown.
SMILES,TRPC6 inh,IEC-6 tox,TRPC6 act,aSyn 5UTR inh,TRPC4 potent,TRPC4 agonist,MrgX1 antagonist,TRPC4 inh,HIF activator,KLF5 inhibitor,SKKanGAS inh
C/C(Cl)=C/CSc1nc2c(c(=O)[nH]c(=O)n2C)n1C(C)C,i,-4,i,·,i,i,i,i,·,-2,5
CCN(CC(=O)Nc1ccc(NC(C)=O)cc1)C(=O)/C=C/c1cn(-c2ccccc2)nc1-c1ccc(F)cc1,i,·,i,-25,i,i,i,i,0.5,·,4
Clc1cc(-c2ccccc2)nc(-c2ccccc2)n1,i,·,i,23,i,i,i,i,0.1,·,27
Cc1cc(C(=O)NNc2ccc(C)c(C)c2)no1,i,-11,i,-8,i,i,i,i,0.4,-65,-7
O=S(=O)(c1ccc(Br)c2nsnc12)N1CCOCC1,i,3,i,-2,i,i,i,i,-0.7,-8,-3
CCCN(CC1CC1)C(=O)CSc1ncnc2sccc12,i,5,i,-24,i,i,i,i,-0.3,-11,-3
Cc1ccnc2nc(C(=O)OCCOc3ccc(F)cc3)nn12,i,-4,i,-17,i,i,i,i,0.3,-67,-7
CNCCCOc1ccc2c(c1)CCC2,i,0,i,9,20*,80*,-5*,i,-0.2,0,-1
Cc1[nH]oc(=O)c1N=Nc1ccc2[nH]c(=O)[nH]c2c1,i,·,i,-7,i,i,i,i,-0.4,·,3
N#C/C(=C\c1ccc[nH]1)C(=O)NCC1CCCO1 (stereo unspecified),i,5,i,-56,i,i,i,i,0.0,-26,2
Oc1ccc2ccccc2c1C=NCc1cn2ccsc2n1,i,-4,i,-10,i,i,i,i,-0.4,-3,-2
Cc1ccsc1C(=O)N(Cc1nnc(-c2ccccc2Cl)o1)C1CC1,i,·,i,-40,i,i,-5.8*,i,-21,·,-2
Cc1cc2cc(CN(Cc3ccc4c(c3)OCO4)Cc3nnnn3C3CCCC3)c(=O)[nH]c2cc1C,i,0,i,8,i,i,i,i,-0.3,-8,17
O=C(c1ccncc1)c1ccc(NS(=O)(=O)c2ccc(Br)s2)cc1,i,5,i,10,i,i,i,i,-0.1,4,13
COc1ccc(OC)c(CNC(=O)c2coc(=O)c3ccccc23)c1,i,-1,i,19,i,i,i,i,0.5,-13,1
O=C(CNc1cccc([N+](=O)[O-])c1)N/N=C/c1ccc([N+](=O)[O-])o1,i,-1,i,-10,i,i,i,i,0.9,-14,4
Cc1cnc(C(=O)Nc2cc(F)ccc2C)cn1,i,0,i,-29,i,i,i,i,1.5,-14,14
COC(=O)c1sc2ncn(-n3c(C)ccc3C)c(=O)c2c1C,i,-10,i,-20,i,i,i,i,-0.5,-50,-3
CC(=O)OC(C)[C@H]1CC[C@H]2[C@@H]3CC[C@H]4C[C@@H](OC(C)=O)CC[C@]4(C)C3=CC[C@]12C (stereo partly specified),i,·,i,13,i,i,i,i,-1.2,·,45
C/C(CC(=O)NC(C)(C)C)=N\NC(=O)c1ccco1,i,3,i,-58,i,i,i,i,4.4,-2,0
O=S(=O)(c1cccc(-c2nc3n(n2)Cc2ccccc2-3)c1)N1CCCCC1,i,-2,i,-2,i,i,i,i,0.2,-35,1
CCn1c(CSc2nc3ccccc3n2C)nc2ccccc21,i,5,i,30,i,i,i,i,0.5,28,-5
CCOc1ccc(C2c3[nH]c4ccccc4c3CCN2CCCn2cccn2)cc1 (stereo unspecified),i,8,i,-24,i,i,i,i,-0.5,16,-2
Cc1cc(C)c2nc(NNC(=O)c3cc(=O)c4ccccc4o3)sc2c1,i,4,i,-12,i,i,i,i,0.9,-39,85*

# Structures above with a thiophene ring, fused or not:
SMILES,TRPC6 inh,IEC-6 tox,TRPC6 act,aSyn 5UTR inh,TRPC4 potent,TRPC4 agonist,MrgX1 antagonist,TRPC4 inh,HIF activator,KLF5 inhibitor,SKKanGAS inh
CCCN(CC1CC1)C(=O)CSc1ncnc2sccc12,i,5,i,-24,i,i,i,i,-0.3,-11,-3
Cc1ccsc1C(=O)N(Cc1nnc(-c2ccccc2Cl)o1)C1CC1,i,·,i,-40,i,i,-5.8*,i,-21,·,-2
O=C(c1ccncc1)c1ccc(NS(=O)(=O)c2ccc(Br)s2)cc1,i,5,i,10,i,i,i,i,-0.1,4,13
COC(=O)c1sc2ncn(-n3c(C)ccc3C)c(=O)c2c1C,i,-10,i,-20,i,i,i,i,-0.5,-50,-3

# Other compounds:
SMILES,TRPC6 inh,IEC-6 tox,TRPC6 act,aSyn 5UTR inh,TRPC4 potent,TRPC4 agonist,MrgX1 antagonist,TRPC4 inh,HIF activator,KLF5 inhibitor,SKKanGAS inh
O=C(Nc1cccc2ccccc12)N1CCN(c2ccc(F)cc2)CC1,i,4,i,23,i,i,i,i,0.0,-1,-2
O=C1C(Cl)=C(N2CCOCC2)C(=O)N1c1ccccc1,i,-2,i,16,i,i,i,i,2.1,-38,4
Cc1ccc([N+](=O)[O-])c(C)[n+]1C,i,0,i,-3,i,i,i,i,-0.5,-26,3
CC1(C)CC(CC(=O)O)C(=O)O1 (stereo unspecified),i,0,i,16,i,i,i,i,-0.1,1,-22
COc1ccc(CCNC(=S)N2CCN(S(=O)(=O)c3ccc(Cl)cc3)CC2)cc1,i,3,i,3,i,i,i,i,-0.3,-17,1
O=S(=O)([O-])C(c1ccccc1)[n+]1ccccc1 (stereo unspecified),i,·,i,6,i,i,i,i,-0.9,·,4
CC1CN(C(=O)Cn2cc(S(=O)(=O)CC(=O)N(C)c3ccccc3)c3ccccc32)CC(C)O1 (stereo unspecified),i,-11,i,-7,i,i,i,i,-0.2,-19,4
Cn1c(CS(=O)Cc2c(Cl)cccc2Cl)nnc1SCc1c(Cl)cccc1Cl (stereo unspecified),i,-1,i,36,i,i,i,i,0.1,-2,-3
Nc1ccccc1-n1c(=O)n(Cc2ccccc2F)c(=O)c2[nH]cnc21,i,1,i,9,i,i,i,i,-0.6,-13,0
Fc1cccc(F)c1/C=C/c1ccc2ccccc2n1,i,6,i,4,i,i,i,i,-0.9,-14,-12
Cc1ccc(CNC(=O)CCS(=O)(=O)c2cc3c(cc2Cl)NC(=O)CO3)cc1,i,3,i,24,i,i,i,i,-0.1,-23,22
CSc1ccccc1C(=O)NCCSC(C)(C)C,i,-3,i,8,i,i,i,i,0.2,-32,-3
CC(C)(C)n1nnnc1C(c1cccs1)N(Cc1ccccc1)Cc1cccnc1 (stereo unspecified),i,-2,i,-5,i,i,i,i,-0.2,-16,-1
CC(Sc1nnc(-c2ccco2)o1)C(=O)NCCC1=CCCCC1 (stereo unspecified),i,2,i,-1,i,i,i,i,-0.1,7,12
CCOC(=O)C(CC)Sc1ncnc2c1nnn2-c1ccc(F)cc1 (stereo unspecified),i,1,i,28,i,i,i,i,0.7,-7,5
O=c1[nH]c(Cc2ccccc2)nc2c1oc1ccccc12,i,1,i,·,i,i,i,i,·,-14,-4
NC(=O)CSc1nnc(-c2cc3ccccc3o2)n1Cc1ccccc1,i,1,i,24,i,i,i,i,-0.2,-9,-1
CCCS(=O)(=O)c1nc(S(=O)(=O)c2ccc(C)cc2)c(N2CCCC2)s1,i,0,i,5,i,i,i,i,-0.4,-18,-8
COC(=O)C1=CC(C(=O)c2cccs2)=NN(c2ccc(OC)cc2)C1C(=O)OC (stereo unspecified),i,0,i,0,i,i,i,i,-0.1,-3,1
COc1cccc(-n2cnc(=O)c3cccnc32)c1,i,-9,i,-15,i,i,i,i,0.5,-3,-3
CCCN(CC(=O)Nc1ccc(C(N)=O)cc1)CC(=O)Nc1ccc(Cl)cc1Cl,i,-6,i,-1,i,i,i,i,0.0,-32,-10
NC(N)=Nc1nc(CCN2C(=O)c3ccccc3C2=O)cs1,i,4,i,-4,i,i,i,i,-0.1,-46,0
COc1ccc([N+](=O)[O-])cc1/C=N/NC(=O)CNC(=O)C(c1ccccc1)c1ccccc1,i,-1,i,5,i,i,i,i,2.0,-8,6
Cn1c(SCC(=O)Nc2ccc(NC(=O)c3cccs3)cc2)nnc1-c1ccncc1,i,0,i,0,i,i,i,i,0.2,-14,4
COc1nccnc1NS(=O)(=O)c1ccc(NC(=O)c2ccccc2Br)cc1,i,-9,i,9,i,i,i,i,-0.9,3,1
COc1ccc(-c2noc(CNC(=O)c3ccoc3C)n2)cc1OC,i,1,i,24,i,i,i,i,-0.2,13,-1
CC(=O)N1c2ccc(S(=O)(=O)NCCC(=O)N3CCC(C)CC3)cc2CC1C (stereo unspecified),i,-2,i,-17,i,i,i,i,-0.2,-32,-5

# Part of the list above, with bars between the fields.
molecule | TRPC6 inh | IEC-6 tox | TRPC6 act | aSyn 5UTR inh | TRPC4 potent | TRPC4 agonist | MrgX1 antagonist | TRPC4 inh | HIF activator | KLF5 inhibitor | SKKanGAS inh
COc1cccc(-n2cnc(=O)c3cccnc32)c1 | i | -9 | i | -15 | i | i | i | i | 0.5 | -3 | -3
COc1ccc([N+](=O)[O-])cc1/C=N/NC(=O)CNC(=O)C(c1ccccc1)c1ccccc1 | i | -1 | i | 5 | i | i | i | i | 2.0 | -8 | 6
COC(=O)C1=CC(C(=O)c2cccs2)=NN(c2ccc(OC)cc2)C1C(=O)OC (stereo unspecified) | i | 0 | i | 0 | i | i | i | i | -0.1 | -3 | 1

# As entered above:
# Under HIF activator, COc1ccc(-c2noc(CNC(=O)c3ccoc3C)n2)cc1OC reads -0.2
# Under KLF5 inhibitor, CC(Sc1nnc(-c2ccco2)o1)C(=O)NCCC1=CCCCC1 (stereo unspecified) reads 7
# Under aSyn 5UTR inh, NC(=O)CSc1nnc(-c2cc3ccccc3o2)n1Cc1ccccc1 reads 24
# Under aSyn 5UTR inh, CCCS(=O)(=O)c1nc(S(=O)(=O)c2ccc(C)cc2)c(N2CCCC2)s1 reads 5
# Under SKKanGAS inh, O=c1[nH]c(Cc2ccccc2)nc2c1oc1ccccc12 reads -4
